Assay outcomes from PubChem.
TDP1 cell CPT = qHTS for Inhibitors of human tyrosyl-DNA phosphodiesterase 1 (TDP1): qHTS in cells in presence of CPT; chicken DT40 Tdp1-/-;hTDP1 cells + 20 nM CPT, ATP luminescence, 48 h; Potency, µM (doses to about 46.2 µM), for the others: top-dose activity change, negative = growth inhibition, most hits filed as inhibitors; 420,000 tested, 12% active; note: nearly all actives have a fitted effect of over 55% in size
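Chicken DT40 Tdp1-/- cells stably complemented with human TDP1 were seeded at 400 cells/well in medium containing 20 nM camptothecin, exposed to pin-transferred compounds, and grown at 37 °C for at least 48 hr. Viability was read as ATP luminescence.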
KAT2A inh = qHTS Assay for Inhibitors of GCN5L2. GCN5L2 HAT assay, ThioGlo1 CoA-SH fluorescence. Potency, µM (doses to about 58.9 µM), without a hit: at the top dose activity change, negative = inhibition, hits mostly inhibitors. Histone acetyltransferase KAT2A (Homo sapiens), Q92830. 390,000 tested, 0.21% active
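GCN5L2 (20nM final) in 50mM HEPES, 0.1mM EDTA pH 7.5, 0.01% Tween-20 was preincubated 15 min at room temperature with compound, then given ThioGlo1 (50uM), H3(1-25) peptide (75uM) and acetyl-CoA (70uM); CoA-thiol fluorescence (Ex340/Em540) was read at 0 and 20 min.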
FEN1 inh = qHTS Assay for the Inhibitors of Human Flap endonuclease 1 (FEN1) | Potency, µM (top dose mostly 114 µM), inactives show at the top dose activity change, negative = inhibition, most hits filed as inhibitors | P39748 | 390,000 tested, 0.35% active | Recombinant FEN1 flap cleavage, fluorescence, 15 min; note: nearly all actives have a fitted effect of over 65% in size
Target sequence (P39748 whole entry, looked up): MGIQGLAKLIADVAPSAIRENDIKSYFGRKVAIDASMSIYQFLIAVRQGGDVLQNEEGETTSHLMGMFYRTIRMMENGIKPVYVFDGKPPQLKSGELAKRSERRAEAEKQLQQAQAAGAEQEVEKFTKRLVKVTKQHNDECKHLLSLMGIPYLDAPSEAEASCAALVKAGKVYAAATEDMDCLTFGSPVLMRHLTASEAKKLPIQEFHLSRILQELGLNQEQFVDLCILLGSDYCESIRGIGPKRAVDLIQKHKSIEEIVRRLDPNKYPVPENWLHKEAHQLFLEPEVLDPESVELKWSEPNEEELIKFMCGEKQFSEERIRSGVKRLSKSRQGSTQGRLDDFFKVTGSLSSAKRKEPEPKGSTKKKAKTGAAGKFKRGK
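FEN1 at 10 nM, compound pretreatment for 15 min (room temperature), 50 nM final substrate to initiate; endpoint reads at 0 and 15 min; DMSO-only plates used as vehicle background.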
* marks the source's active call; other numbers are inactive results; ? = inconclusive; · = no result given; [ ] = dose if it differs, or a comment. Calls come from the whole dose curve; as a rule, active = well fitted curve in the direction sought with a large enough effect; inconclusive = small, poorly fitted or top-dose-only effect, or another doubt; inactive = no such curve, though single readings can be large; an effect the other way counts as inactive or inconclusive. % is set by controls: 0 for no effect and ±100 for the full control effect; potency is the fitted concentration of half-maximal effect.

compound	TDP1 cell CPT	KAT2A inh	FEN1 inh
N#C/C(=C\c1ccc(C(=O)O)cc1)S(=O)(=O)c1cc(Br)ccc1Br	1.3%	-0.2%	-29.7%
CSc1ccccc1OCc1cc(C(=O)N(C)C2CCCc3ccccc32)no1 (configuration not stated)	?	-6.3%	-0.1%
COc1ccc(NC(=O)CSc2ccc3c(c2)OCCO3)cc1S(N)(=O)=O	?	-5.2%	2.2%
COC(CNC(=O)C1CCN(S(=O)(=O)c2ccc3nc4c(c(C(=O)O)c3c2)CC(C)CC4)CC1)OC (configuration not stated)	-9.2%	1.0%	-2.4%
Cn1cccc1C(=O)N1CCC2(CCCN(Cc3nccs3)C2)CC1	3.0%	-20.5%	·
CCc1ccc2nc(SCC(=O)Nc3nnc(C)s3)c(C)cc2c1	9.2µM*	3.5%	16.4%
CCOCc1nnc(NC(=O)COC)s1	?	2.1%	-9.7%
CCC(=O)Nc1sc(C(=O)N2CCCCC2)c(C)c1C#N	1.3%	-10.5%	-0.9%
CCc1ccc(-c2nc(SCC(=O)NC3CCCC3)n[nH]2)cc1	25.9µM*	-2.0%	-6.2%
CCOC(=O)c1c(NC(=O)COC(=O)CCS(=O)(=O)c2ccc(C)cc2)sc(C)c1C	-23.6%	2.8%	-14.5%
CCS(=O)(=O)c1ccc(S(=O)(=O)CC)s1	5.4%	-16.5%	0.7%
C=CCOc1nc2sc(C)c(C)c2c(=O)n1-c1ccccc1	5.3%	-8.4%	8.1%
O=C(Cc1ccc(F)cc1)NCC1CCCO1 (configuration not stated)	-18.0%	-4.0%	35.7%
Cc1ccccc1Cn1ccc(NC(=O)c2nc3ncccn3n2)n1	-6.4%	-6.5%	2.8%
CC1=CN2C(=N)/C(=C/c3ccc([N+](=O)[O-])o3)C(=O)N=C2S1	0.651µM*	24.4%	56.2µM*
Cc1ccc(NC(=O)Nc2ccc3c(c2)C(=O)OC3)cc1Cl	-6.6%	-7.3%	3.8%

In the list so far, these have a COOH group.
compound	TDP1 cell CPT	KAT2A inh	FEN1 inh
N#C/C(=C\c1ccc(C(=O)O)cc1)S(=O)(=O)c1cc(Br)ccc1Br	1.3%	-0.2%	-29.7%
COC(CNC(=O)C1CCN(S(=O)(=O)c2ccc3nc4c(c(C(=O)O)c3c2)CC(C)CC4)CC1)OC (configuration not stated)	-9.2%	1.0%	-2.4%

Next section.
compound	TDP1 cell CPT	KAT2A inh	FEN1 inh
CC(C)(C)C(=O)Nc1ccccc1C(=O)NCc1cccnc1	0.3%	-1.2%	11.7%
COc1ccc(C(=O)OCC(=O)Nc2ccc(Cl)c(C(F)(F)F)c2)c(OC)c1OC	20.6µM*	33.2%[activator]	-7.3%
Cc1ccc(OCC(=O)Nc2ccc3c(c2)nc(CCN2CCCCC2)n3C)cc1	?	-0.4%	2.9%
COc1cccc(Cn2c(=O)c(-c3cc(F)cc(F)c3)nc3cnc(N4CCNCC4)nc32)c1	?	-10.8%	·
O=C(Nc1ccc(Cl)c(S(=O)(=O)N2CCOCC2)c1)c1cc(=O)[nH]c2ccccc12	-29.9%	-4.7%	-2.7%
CCOc1ccc(-c2cc(CCCC(=O)NCCc3ccc(Cl)cc3)no2)cc1	?	-2.1%	5.2%
CCn1c2ccccc2c2cc(NC(=O)COc3cccc(C)c3)ccc21	?	-22.8%	1.7%
Cn1c(N/N=C\c2cccc(O)c2)cc(=O)n(C)c1=O	4.4%	-4.4%	-16.6%
O=C(NC(Cc1c[nH]c2ccccc12)C(=O)OCC(=O)c1cccc2ccccc12)c1cccs1 (configuration not stated)	-44.5%	-8.2%	1.8%
O=C(CN(Cc1ccccc1)S(=O)(=O)c1ccccc1)N1CCOCC1	-14.2%	-7.2%	2.5%
COc1cccc(C2NC(=O)NC(C)=C2C(=O)OCC2CCCCC2)c1 (configuration not stated)	?	-5.2%	-3.5%
CCC(C)(C)n1nnnc1C(c1ccc2ncccc2c1)N1CCN(Cc2ccc3c(c2)OCO3)CC1 (configuration not stated)	-1.5%	-2.0%	-5.1%
CCc1c(Nc2ccccc2C)nc(N)[nH]c1=O	3.5%	·	-6.8%
Cc1ccc(N(CC(=O)NCc2cccnc2)S(C)(=O)=O)cc1C	0.3%	-2.1%	0.1%
Cc1cc(C)c(C#N)c(SCCN2CCCCC2)n1	1.3%	-0.5%	-1.7%
O=C(CSc1nc2ccc(Cl)cc2[nH]1)NC1CCCC1	-16.4%	-5.1%	-1.0%

Quoted from the listing:
Under TDP1 cell CPT, O=C(NC(Cc1c[nH]c2ccccc12)C(=O)OCC(=O)c1cccc2ccccc12)c1cccs1 (configuration not stated) shows -44.5%
Under KAT2A inh, CCC(C)(C)n1nnnc1C(c1ccc2ncccc2c1)N1CCN(Cc2ccc3c(c2)OCO3)CC1 (configuration not stated) shows -2.0%
Under FEN1 inh, Cc1cc(C)c(C#N)c(SCCN2CCCCC2)n1 shows -1.7%
Under TDP1 cell CPT, O=C(CSc1nc2ccc(Cl)cc2[nH]1)NC1CCCC1 shows -16.4%

Following part
molecule	TDP1 cell CPT	KAT2A inh	FEN1 inh
O=C(CSc1n[nH]c(-c2cccnc2)n1)Nc1ccc(Br)cc1	-6.3%	1.0%	-13.9%
Cc1c(C(=O)N2CCCC2)oc2c1-c1nn(CC(=O)NC(C)c3ccccc3)cc1CC2 (configuration not stated)	?	1.9%	-4.6%
C[C@@H]1COC(=O)[C@H](CC(=O)OC(C)(C)C)C/C=C\C[C@@H](CC(=O)NCCO)C(=O)N1	-17.9%	0.2%	12.1%
Cc1nc2cncnc2n(Cc2ccccc2Cl)c1=O	-16.4%	-21.4%	·
Cc1ccc(C(C(=O)NC2CCCCC2)N2CCC3(CC2)OCCO3)cc1 (configuration not stated)	-1.0%	7.9%	-3.2%
O=[N+]([O-])c1ccc(-c2c(-c3ccccc3)ncc3ccc(F)cc23)cc1	?	-6.2%	-6.1%
Cn1c(=O)[nH]c2cc(-c3noc(-c4ccc(C#N)cc4)n3)ccc21	-3.1%	-7.6%	0.4%
COc1cccc(CNC(=O)Cn2ncn3cccc3c2=O)c1OC	5.2%	-6.4%	-5.7%
O=C(CCCN1C(=O)CCC1=O)Nc1cccc(C(F)(F)F)c1	-6.4%	0.1%	8.6%
Cc1nc2cnc(N(C)C)nc2n(CCc2ccccc2)c1=O	5.17µM*	-12.9%	·
COc1cccc(C2CC(c3ccc(Cl)cc3)Nc3nc(N)nn32)c1 (configuration not stated)	?	-2.1%	-0.4%
CC(=O)c1ccc(N2C(=O)N(CC(=O)c3ccc(F)cc3)c3ccccc3S2(=O)=O)cc1	-22.9%	-6.8%	7.1%
O=C(COc1ccc(Br)cc1Cl)N1CCN(c2ccccn2)CC1	-1.3%	-15.3%	-12.5%
CCc1ccc(-c2nc3cc(NC(=O)c4ccc(F)cc4)ccc3o2)cc1	-15.0%	-3.8%	-3.2%
O=C(NNC(=S)Nc1ccc(F)cc1)C1CC1c1ccc(Cl)cc1 (configuration not stated)	?	-3.7%	-12.1%
O=C(COC(=O)c1ccc(S(=O)(=O)N2CCCC2)cc1)NCc1ccco1	-0.6%	-4.4%	-9.0%
CC(=O)NC1C(Oc2ccc3c(C)cc(=O)oc3c2)OC(COC(C)=O)C(OC(C)=O)C1OC(C)=O (configuration not stated)	2.8%	-10.8%	-2.9%
CN(C)c1ccc(CNC23CN4CN(CN(C4)C2)C3)cc1	8.2µM*	-12.5%	-9.8%
O=S(=O)(NCC1CCCO1)c1ccc(S(=O)(=O)N(Cc2ccccn2)C2CC2)cc1 (configuration not stated)	-4.9%	-2.2%	-0.6%
CCc1cc(=O)oc2cc(C)cc(OC(=O)c3ccco3)c12	?	2.1%	13.8%
CC(=O)N(C(C)=O)c1ncn(C)c1S(=O)(=O)Nc1ccccc1	1.7%	·	-6.6%
CCOc1ccc(NC(=O)C(Cc2ccccc2)NS(=O)(=O)c2ccc3c(c2)oc(=O)n3C)cc1 (configuration not stated)	-2.9%	-3.3%	14.9%
CCCSc1nnc(-c2cccc(S(=O)(=O)N(C)C)c2)n1-c1cc(OC)ccc1OC	11.2µM*	-1.5%	-16.3%
O=S(=O)(c1ccccc1)N1CCN(S(=O)(=O)c2ccccc2)c2ccccc21	?	·	7.1%
COc1ccc(/C=N/S(=O)(=O)c2cccs2)cc1	-13.7%	-3.2%	-3.1%
COC(CNC(=O)c1c[nH]c2ccc(S(=O)(=O)N(C)c3ccc(F)cc3)cc2c1=O)OC	?	-4.5%	4.5%
COc1ccccc1NC(=O)/C=C/C(N)=O	2.06µM*	-2.2%	4.4%
COc1ccc2[nH]cc(CCNc3ccnc(-c4ccc(N(C)C)cc4)n3)c2c1	1.03µM*	-29.5%	·
O=C(NCc1ccccc1Br)c1cnc2sc(N3CCCCCC3)nn2c1=O	23.1µM*	-13.1%	0.5%
O=C1CC(O)(c2ccccc2)C(c2ccccc2)=C1c1ccccc1 (configuration not stated)	?	-0.3%	-7.1%
COc1cccc(C2CC(c3ccc(Cl)cc3Cl)Nc3nc(N)nn32)c1 (configuration not stated)	?	-0.4%	-5.6%
C=CCNC(=O)c1cc2c(=O)n3ccccc3nc2s1	1.0%	?	14.1%
C=CCNc1nc(C(=O)OCC(=O)c2ccc(C)c([N+](=O)[O-])c2)cs1	-3.0%	-10.4%	2.3%
CC1CCc2c(C(=O)NCC3CCCO3)csc2C1 (configuration not stated)	-27.7%	-0.1%	5.4%
CCCCN(Cc1ccccc1)S(=O)(=O)c1ccc2c(c1)CCN2C(=O)C1CCC1	-27.9%	0.4%	-11.1%
CC(=O)c1ccc(OCCCC(=O)Nc2ccc(C)c(S(=O)(=O)N3CCCCC3)c2)cc1	?	-7.6%	5.2%
Cc1ccc(NC(=O)Nc2nnc(N3CCCCC3)s2)c(C)c1	6.1%	-4.8%	-4.5%
CC(C)CC(=O)Nc1nnc(S(=O)(=O)N(C)Cc2ccc(Cl)cc2)s1	-8.1%	-0.9%	-5.1%
CN(Cc1nc(-c2ccncc2)no1)S(=O)(=O)c1ccc(Cl)cc1	?	-4.1%	3.0%
CC1CCCC(C)N1C(=O)CN1c2cccc3cccc(c23)S1(=O)=O (configuration not stated)	?	-3.7%	0.1%
O=C1CCCCC1Nc1ccc([N+](=O)[O-])cc1 (configuration not stated)	-12.8%	·	3.1%
Cc1ccc(CN(C)C(=O)COC(=O)CSc2cc(C)c3ccccc3n2)cc1	-0.8%	-7.2%	-17.3%

2 entries drawn at random from those above:
molecule	TDP1 cell CPT	KAT2A inh	FEN1 inh
O=C1CCCCC1Nc1ccc([N+](=O)[O-])cc1 (configuration not stated)	-12.8%	·	3.1%
CC1CCCC(C)N1C(=O)CN1c2cccc3cccc(c23)S1(=O)=O (configuration not stated)	?	-3.7%	0.1%

Part of the list above, field by field:
CCc1c(Nc2ccccc2C)nc(N)[nH]c1=O
  TDP1 cell CPT = 3.5%
  KAT2A inh = ·
  FEN1 inh = -6.8%

Cc1ccc(N(CC(=O)NCc2cccnc2)S(C)(=O)=O)cc1C
  TDP1 cell CPT = 0.3%
  KAT2A inh = -2.1%
  FEN1 inh = 0.1%

Cc1cc(C)c(C#N)c(SCCN2CCCCC2)n1
  TDP1 cell CPT = 1.3%
  KAT2A inh = -0.5%
  FEN1 inh = -1.7%

This is a subset, so the mix of outcomes need not match the whole.
